Screening results from PubChem.
N370S GC – inhibits or activates N370S mutant glucocerebrosidase | P04062 | hit rate 0.092% among 330,000 | N370S GC spleen homogenate, 4MU-glucoside fluorescence | Potency, µM (top dose mostly 59.4 µM), for the others: at the top dose activity change, negative = inhibition, most hits filed as inhibitors | AID 2101;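 also: 0% = full enzyme activity and -100% = no enzyme basal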
FEN1 inhibitor – inhibitors of human flap endonuclease 1 | P39748 | Recombinant FEN1 flap cleavage, fluorescence, 15 min | Potency, µM (doses to about 114 µM), without a hit: at the top dose activity change, negative = inhibition, most hits filed as inhibitors | hit rate 0.35% among 390,000 | AID 588795; also: nearly all actives have a fitted effect of over 65% in size
Target sequence (P39748 whole entry, looked up): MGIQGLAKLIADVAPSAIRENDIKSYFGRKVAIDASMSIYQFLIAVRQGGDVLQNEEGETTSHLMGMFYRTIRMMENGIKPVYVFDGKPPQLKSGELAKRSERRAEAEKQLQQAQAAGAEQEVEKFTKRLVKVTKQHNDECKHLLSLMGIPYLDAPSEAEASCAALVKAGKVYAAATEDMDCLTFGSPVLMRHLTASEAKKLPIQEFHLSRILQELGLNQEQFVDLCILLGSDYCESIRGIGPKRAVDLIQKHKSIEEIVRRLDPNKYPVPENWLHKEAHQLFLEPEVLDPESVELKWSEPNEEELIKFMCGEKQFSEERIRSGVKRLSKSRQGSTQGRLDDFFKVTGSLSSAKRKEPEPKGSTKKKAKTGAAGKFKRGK
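Reaction started by adding substrate (50 nM final) to 10 nM enzyme after 15 min room-temperature compound preincubation. Reads at 0 and 15 min, with data normalized and fitted to a four-parameter Hill equation.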
KAT2A inh – blocks human GCN5L2 histone acetyltransferase. Q92830. AID 504327. Potency, µM (series often up to 58.9 µM), without a hit: at the top dose activity change, negative = inhibition, most hits filed as inhibitors. GCN5L2 HAT assay, ThioGlo1 CoA-SH fluorescence. hit rate 0.21% among 390,000
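Fluorescence readout, Ex340nm/Em540nm: ThioGlo1 (50uM final) reacts with free CoA thiol released as 20nM GCN5L2 acetylates H3(1-25) peptide (75uM) using acetyl-CoA (70uM). Compound and enzyme sat 15 min beforehand; 20 min room-temperature reaction.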
Starred values were filed as active, the others as inactive; ? = inconclusive; / = not tested or not shown; [ ] = dose if it differs, or a comment. Calls follow the shape of the dose curve; as a rule, active = well fitted curve in the direction sought with a large enough effect; inconclusive = small, poorly fitted or top-dose-only effect, or another doubt; inactive = no such curve, though single readings can be large; an effect the other way counts as inactive or inconclusive. Unless noted, % is scaled to controls: 0 for no effect and ±100 for the full control effect; potency is read from the fitted curve at half-maximal effect. A portion of the library; count on the stated rates, not on these rows.

Sequence of screens: N370S GC | FEN1 inhibitor | KAT2A inh
O=C(CSc1nc2ccc(Cl)cc2[nH]1)NCc1ccco1
→ 1% | -3% | -5%
Cc1cc(C(=O)N2CCc3ccccc32)c2cc(F)ccc2n1
→ -6% | 1% | -7%
CCOC(=O)c1c(C)cc(C)n2c1nc1ccccc12
→ 3% | -14% | ?
O=C(CSc1nnnn1-c1ccccc1)Nc1ncc2c(n1)CC(c1ccccc1)CC2=O (stereo unspecified)
→ 3% | 2% | -6%
Cc1ccc(/C=N/n2c(-c3ccc(Cl)cc3)n[nH]c2=S)s1
→ -3% | -2% | -8%
CN(Cc1ccco1)c1ncncc1-c1ccc2c(c1)OCO2
→ 6% | / | -14%
O=C(CCCN1C(=O)/C(=C/c2ccccc2Cl)SC1=S)Nc1cccnc1
→ ? | ? | 5%
Cc1occc1-c1nnc(SCC(=O)c2ccccc2)n1CC1CCCO1 (stereo unspecified)
→ -24% | 2% | -8%
COc1ccc(-c2noc(C3CCCN(S(=O)(=O)c4ccc(C)c(Cl)c4)C3)n2)cc1OC (stereo unspecified)
→ -4% | -4% | -6%
COc1ccc(NC(=O)N(C)C[C@H]2Oc3ccc(NC(=O)C4CC4)cc3CC(=O)N([C@@H](C)CO)C[C@@H]2C)cc1
→ / | 1% | -5%

Next part
Sequence of screens: N370S GC | FEN1 inhibitor | KAT2A inh
COc1ccc(C2=C(C)C(=O)N(Cc3ccc(C(=O)Nc4ccc(F)cc4C)cc3)S2(=O)=O)cc1
→ / | -8% | -11%
O=C(Nc1ccc(C(=O)OCc2cc(=O)n3nc(C4CC4)sc3n2)cc1)c1cccc(Cl)c1
→ / | -6% | 22%
COc1ccccc1-c1noc(-c2cccnc2)n1
→ 2% | 3% | -2%
Brc1cnc2nc(SC/C=C/c3ccccc3)[nH]c2c1
→ 2% | -1% | -1%
Cc1cccn2cc(CCNC(=O)Cc3cccs3)nc12
→ 2% | -6% | -4%
Nc1cc2c(cc1C(=O)c1ccc(Cl)cc1)OCCO2
→ 19% | -20% | -1%
Cc1ccc(C(=O)NC(Cc2c[nH]c3ccccc23)C(=O)O)o1 (stereo unspecified)
→ -5% | 9% | 3%
CCCN(CC(=O)Nc1ccccc1C)C(=O)c1ccc(C2SCCS2)cc1
→ -2% | -4% | -5%
CC(C(=O)Nc1ccc(S(=O)(=O)N2CCCC2)cc1)N(C)CC(=O)Nc1cccc(F)c1 (stereo unspecified)
→ / | 2% | -2%
Cc1cccn2c(=O)nc(SCC(=O)Nc3ccc4c(c3)OCCO4)nc12
→ 4% | -3% | -3%

More results.
Sequence of screens: N370S GC | FEN1 inhibitor | KAT2A inh
COc1ccccc1N1C(=O)CSC1=S
→ -5% | -6% | -2%
Cc1ccc(CNc2cnn(C34CC5CC(CC(C5)C3)C4)c(=O)c2Cl)cc1
→ 5% | 0% | -5%
C#CCOCCOCCOCCNc1nc(N2CCN(C(=O)[C@H](CCCCN)n3cc([C@@H](N)CO)nn3)CC2)nc(N2CCN(C(=O)[C@H](Cc3cc4ccccc4[nH]3)n3cc([C@@H](N)Cc4ccc(O)cc4)nn3)CC2)n1
→ -14% | / | -2%
CCN(CC)CCCNC(=O)c1ccc(C)c(NC(=O)C2=C(C)OCCS2)c1
→ -9% | -1% | -7%
COc1cc(OC)cc(-c2sc3ccc(OC)cc3c2C#CCCO)c1
→ / | -21% | -13%
CCN=C(NC#N)SCc1c(F)cccc1Cl
→ 0% | 4% | -4%
Cc1cc(=O)c2cc3nc(-c4cccnc4)oc3c(Br)c2o1
→ 0% | / | -8%
CNC(=S)NC(CC(=O)OC)c1ccc2c(c1)OCO2 (stereo unspecified)
→ -5% | -9% | 2%
CC(=O)OCCCNc1cc(SCc2ccco2)c2nonc2c1[N+](=O)[O-]
→ 8% | 56µM* | 35%[activator]
COc1ccc(C(=O)COC(=O)C(C)N2C(=O)C3C4CCC(C4)C3C2=O)cc1 (stereo unspecified)
→ 0% | -5% | -4%

Brought forward from above: 3 entries, then new ones.
Sequence of screens: N370S GC | FEN1 inhibitor | KAT2A inh
CNC(=S)NC(CC(=O)OC)c1ccc2c(c1)OCO2 (stereo unspecified)
→ -5% | -9% | 2%
CC(=O)OCCCNc1cc(SCc2ccco2)c2nonc2c1[N+](=O)[O-]
→ 8% | 56µM* | 35%[activator]
COc1ccc(C(=O)COC(=O)C(C)N2C(=O)C3C4CCC(C4)C3C2=O)cc1 (stereo unspecified)
→ 0% | -5% | -4%
Cc1ccc(NC(=O)CN(C)C(=O)C(C)OC(=O)CNC(=O)c2ccc(Cl)c([N+](=O)[O-])c2)cc1 (stereo unspecified)
→ 1% | -5% | -8%
CCn1c(=N)n(CC(=O)c2ccc(OC)cc2)c2ccccc21
→ 4% | 0% | -1%
COc1cc(/C=N/NC(=O)c2cccc([N+](=O)[O-])c2)cc(OC)c1O
→ -8% | -5% | -8%
COc1cccc(C2C(=O)N(C3CCCCC3)CC(=O)N2Cc2ccc(F)cc2)c1 (stereo unspecified)
→ 8% | -12% | -8%
CCC(C)NC(=O)[C@@H]1CCCN1C(=O)C1CCN(S(=O)(=O)c2ccc(C)cc2)CC1 (stereo partly specified)
→ -6% | 15% | -18%
COC(=O)N1CCC2(CC1)CCN(c1ccncc1)CC2
→ -5% | / | 9%
COc1cc2c(cc1OC)CN(Cc1cc(=O)oc3cc(C)c(Cl)cc13)CC2
→ 5% | -4% | 1%
CC1(C(=O)N(CC(=O)NC2CCCC2)Cc2ccco2)CC(=O)N=C2C=CC=CN21 (stereo unspecified)
→ 13% | 14% | -20%
O=c1c2cnn(-c3ccc(F)cc3)c2ncn1Cc1ccccn1
→ -1% | / | -2%
CCOc1ccccc1C(=O)NCCCn1ccnc1
→ 1% | -6% | -2%

Going on with the list:
Sequence of screens: N370S GC | FEN1 inhibitor | KAT2A inh
COc1ccccc1CNC(=O)C1CCN(S(=O)(=O)c2ccc(N3CCCC3=O)cc2)CC1
→ -6% | -16% | -7%
Cc1ccc2cccc(NC(=O)COc3ccccc3[N+](=O)[O-])c2n1
→ / | -3% | -4%
CCOc1ccc(-c2nc(SC(C(C)=O)C(=O)N(C)C)c3c(=O)n(C)c(=O)n(C)c3n2)cc1 (stereo unspecified)
→ / | 17% | -2%
COc1ccc(NC(=O)NC(C)c2ccc3c(c2)OCO3)cc1OC (stereo unspecified)
→ -4% | 1% | -30%
COCC(C)n1c(-c2ccc3c(c2)NC(=O)CO3)csc1=Nc1ccc(OC(F)F)cc1 (stereo unspecified)
→ 10% | ? | -4%
Cn1cnnc1SCCOc1ccc(Cl)cc1
→ 11% | 2% | -7%
NNC(=O)c1ccc(-c2cccc([N+](=O)[O-])c2)o1
→ -1% | -16% | -1%
CCOc1ccc(S(=O)(=O)N2CCCC(C(=O)Nc3cc(C)cc(C)c3)C2)cc1 (stereo unspecified)
→ -13% | -3% | 4%
COc1ccc(NC(=O)CN(C)C(=O)C23CC4CC(CC(C4)C2)C3)cc1
→ 3% | -13% | -4%
COc1cccc(C(=O)N(Cc2cc3cc(C)ccc3[nH]c2=O)CC2CCCO2)c1 (stereo unspecified)
→ 26% | -13% | 0%

Next section:
Sequence of screens: N370S GC | FEN1 inhibitor | KAT2A inh
COC(=O)N1CCC[C@@]2(CCN(Cc3nccs3)C2)C1
→ 13% | / | 11%
Cc1noc(C)c1C(=O)Nc1ccc2ccccc2c1
→ -17% | -3% | -13%
NC(=O)c1cc2ccccc2o/c1=N\NC(=O)c1ccc(F)cc1
→ -26% | -10% | 0%
NC(=NC(=O)c1ccccc1)N1N=CCC1c1ccccc1 (stereo unspecified)
→ -15% | 4% | -8%
CCCNC(=O)c1ccc(CN2CCOCC2)cc1
→ 12% | -9% | -8%
CC1=NOC(=O)/C1=C\c1ccc2c(c1)OCO2
→ -1% | 11% | -16%
Cc1ccccc1C(=O)OCc1cc(=O)n2nc(C3CC3)sc2n1
→ / | -2% | -7%
COc1ccc(Cn2c(C)nnc2-c2cnn(C)c2N)cc1OC
→ 10% | -11% | -22%
Cc1ccc2c(c1)NC(=O)CC(c1ccccc1)=N2
→ 20% | 3% | -8%
Cc1ccc(NC(=O)N2CCCC2C(=O)NCCC2=CCCCC2)cc1 (stereo unspecified)
→ -28% | 0% | -5%

Other structures.
Sequence of screens: N370S GC | FEN1 inhibitor | KAT2A inh
Cc1cccc(C)c1NC(=O)CNC(=O)c1cn(-c2ccccc2)nc1-c1ccccc1
→ -1% | 4% | -12%
COc1cc(NS(=O)(=O)c2ccc(NC(=S)NC(=O)C(C)(C)C)cc2)nc(OC)n1
→ -14% | 2% | -6%[0.501 µM]
COc1ccccc1N1CCN(C/C(O)=C(\C#N)c2nc(-c3ccccc3)cs2)CC1
→ -9% | -17% | -20%
Cc1ccc(C(=O)N/C(=C\c2cccs2)C(=O)NCCCn2ccnc2)cc1C
→ 3% | -6% | ?
Cn1c(=O)c2[nH]c(=O)cnc2n(C)c1=S
→ 7% | -2% | 7%
Cc1cc(C(=O)NNC(=O)COc2c(C)cc(Br)cc2C)n[nH]1
→ -7% | -6% | 0%
CCC(=O)N1CCc2cc(Br)cc(S(=O)(=O)N3CCCC(C(=O)NCc4ccc(OC)cc4)C3)c21 (stereo unspecified)
→ / | -2% | 3%
CC(=O)N1CCN(c2ccc(NC(=O)COc3ccc(Cl)cc3Cl)cc2)CC1
→ 6% | -5% | -3%
Cc1cc(NC(=O)c2ccccc2F)n(-c2nc3ccccc3[nH]2)n1
→ 7% | -10% | -6%
COc1ccccc1NC(=S)N(CCc1nc2cc(C)c(C)cc2[nH]1)Cc1cccnc1
→ -15% | -15% | -1%

(cont.)
Sequence of screens: N370S GC | FEN1 inhibitor | KAT2A inh
Cc1c(C)[n+](=O)c2c(n1[O-])CCC2
→ 11% | -8% | -6%
COc1ccc(-c2csc(NC(=O)c3cc(-c4cccs4)nc4ccccc34)n2)c(OC)c1
→ -14% | 3% | -9%
CCc1noc(C)c1C(=O)N1CCN(S(=O)(=O)c2ccc(Cl)cc2)CC1
→ / | 22% | 2%
O=C(CN1C(=O)c2ccccc2S1(=O)=O)c1ccc(O)c(O)c1
→ -6% | -6% | 15%
COc1cc(S(=O)(=O)Nc2cccc(C)c2)ccc1N=Cc1c(C)[nH]n(-c2ccccc2)c1=O
→ -2% | / | ?
CCC(C)c1ccccc1N1CC(C(=O)N(C)CC(=O)Nc2cccc(F)c2)CC1=O (stereo unspecified)
→ -5% | 18% | -5%
CCOc1cc(C(=O)N/N=C\c2cn(CC)nc2C)cc(OCC)c1OCC
→ ? | 9% | -3%
CC(C)(CC(=O)O)CC(=O)Nc1ccc(Oc2ccc(C(C)(C)C)cc2)nc1
→ -19% | -10% | 1%
Cc1sc2ncn(CC(=O)Nc3cccc(C(F)(F)F)c3)c(=O)c2c1S(=O)(=O)N1CCN(C)CC1
→ / | -2% | 2%
COc1cccc(N2CCN(C(=O)CC(NC(=O)c3ccccc3)c3ccccc3)CC2)c1 (stereo unspecified)
→ / | -8% | 1%

(cont.)
Sequence of screens: N370S GC | FEN1 inhibitor | KAT2A inh
C/C(=N\Nc1nc(N)cc(Cl)n1)c1ccc(F)cc1
→ 4% | -17% | ?
COC(=O)C1=C(C)NC2=C(C(=O)CCC2)C1c1cccs1 (stereo unspecified)
→ -16% | / | -12%
CC(C)c1ccc(NS(=O)(=O)c2cccc3cccnc23)cc1
→ -1% | -1% | -7%
O=C(NNC(=O)c1cccnc1)Nc1ccccc1
→ ? | 5% | -6%
Cc1c(CN2CCC(CO)(CCOc3ccccc3)CC2)c(=O)n(-c2ccccc2)n1C
→ -19% | -2% | -11%
CCOC(=O)N1CCc2c(sc3c2c(=O)n(-c2ccc(F)cc2)c(=O)n3CC(=O)c2ccccc2)C1
→ / | 15% | -1%
O=Cc1ccc(OCC(=O)Nc2ccccc2-c2ccccc2)cc1
→ 4% | -15% | -8%
CC(/C=N/n1c(-c2ccccc2)n[nH]c1=S)=C\c1ccco1
→ -26% | 4% | -25%
Cc1ccc(C(=O)c2oc3ccccc3c2NC(=O)Cc2coc3ccc(C)cc23)cc1
→ / | -3% | 7%
COc1ccc(CCC(=O)NCc2ccccc2Cl)cc1OC
→ 8% | 1% | -15%

The list goes on:
Sequence of screens: N370S GC | FEN1 inhibitor | KAT2A inh
Cc1ccc(-n2nc3c4c(cccc4c2=O)-c2ccccc2-3)cc1
→ -19% | -15% | -6%
Cc1cccc(NC(=S)N2CCCC(c3nc4ccccc4[nH]3)C2)c1 (stereo unspecified)
→ 12% | -1% | -11%
Cc1ccccc1C(=O)NC1CCN(CC(=O)Nc2ccccc2)CC1
→ 3% | -15% | -3%
CCC(CC)C(=O)NCc1ccc(Cl)cc1
→ -2% | -3% | -7%
CC(=O)c1ccc(N2CCN(C(=O)c3ccc4c(=O)n(-c5ccccc5)c(=O)[nH]c4c3)CC2)cc1
→ 8% | 0% | -9%
COC(=O)c1ccc(CN2CCC(n3nccc3NC(=O)C3CC3)CC2)cc1
→ 0% | -2% | -6%
O=C(CSc1nc2nn(-c3ccccc3)c(=O)c-2c2n1CCCCC2)NCCCc1ccccc1
→ ? | -12% | 0%
O=C(N/N=C/c1ccco1)c1cc(Br)ccc1OCc1ccccc1
→ ? | 10% | 2%
Cc1cccc(NC(=O)CSc2nc(C)c(CC(=O)c3ccc(Br)cc3)c(C)c2C#N)c1C
→ 4% | -11% | -6%
